# Source: PubChem (NCI)
# All columns: NCI-60 one-dose screen, growth in % after 48 h at 10 µM unless noted; 100 = growth as untreated, 0 = no growth, -100 = all killed.
# PC-3: PC-3 prostate cancer cells | 80,000 tested, 3.9% active
# OVCAR-5: OVCAR-5 ovarian cancer | 82,000 tested, 2.9% active
# OVCAR-3: OVCAR-3 ovarian cancer; 79,000 tested, 7% active; AID 1794787
# IGROV1: IGROV1 ovarian cancer | 79,000 tested, 4.7% active | AID 1794786
# SK-OV-3: SK-OV-3 ovarian cancer cells | 80,000 tested, 3.2% active | AID 1794785
# DU-145: DU-145 prostate cancer | 81,000 tested, 4.2% active | AID 1794760
# OVCAR-8: OVCAR-8 ovarian cancer; 81,000 tested, 4.4% active; AID 1794782
# OVCAR-4: OVCAR-4 ovarian cancer cells | AID 1794784 | 80,000 tested, 3.7% active
# * hit, by the source's call; . = no result given; & = joins results of further samples; [ ] = another dose, or the depositor's remark. Rule for the calls: active = growth percent below 10; inactive = the rest.
SMILES,PC-3,OVCAR-5,OVCAR-3,IGROV1,SK-OV-3,DU-145,OVCAR-8,OVCAR-4
CCCCCC(/C=N/Nc1ccccc1)C(O)(C(F)(F)F)C(F)(F)F (stereo unspecified),87,104,104,110,93,108,96,99
CN(C)CC(O)c1cc2ccccc2c2ccccc12 (stereo unspecified),87,114,110,105,94,107,79,119
COc1ccc(NC(=O)/C=C\C(=O)O)cc1OC,87,104,105,95,97,105,102,87
COC(=O)c1ccc(Nc2cc(C(C)(C)C)[nH]n2)c(N)c1,97,110,118,114,117,114,107,107
COc1cc(/C=C/C(=O)/C=C(O)/C=C/c2ccc(OC(=O)C(C)c3ccc(CC(C)C)cc3)c(OC)c2)ccc1O (stereo unspecified),91,109,81,93,100,99,91,82
Cc1cc(NC(=O)c2ccc(C)c(Nc3nccc(-c4cccnc4)n3)c2)cc(-n2cnc(C)c2)c1,61,46,-7.9*,32,28,32,61,-29*
O=C(c1cc(=O)[nH]c(=O)[nH]1)N(CCO)CCO,98,108,108,99,117,101,97,111
CC(C)Nc1nc(N)nc2nc(-c3ccc(Cl)cc3)c(-c3ccc(Cl)cc3)nc12,90,102,111,108,98,111,101,103
CCOC1=NC(=C(c2ccccc2)c2ccccc2)OC1=O,87,97,114,115,105,109,100,107
O=C(NC(=S)N1CCCC1)c1ccccc1,97,105,120,112,109,124,100,127
C=CCc1c(O)c(C(=O)/C=C/c2ccccc2)c(OC)c2ccoc12,34,90,14,55,74,63,30,49
CCCn1cnc2c(c1=N)C(c1ccc(OC)cc1)c1sc3c(C)cccc3c1O2 (stereo unspecified),7.0*,32,7.9*,18,49,19,24,75
O=c1oc2ccc(I)cc2c(=O)n1-c1ccc(Br)cc1F,1.7*,21,5.8*,16,-9.8*,17,8.2*,17
O=C1CC(c2cccc(F)c2)c2c(n[nH]c2-c2ccc(Cl)cc2)N1 (stereo unspecified),80,85,100,101,86,102,86,95
CCCCCCCCCc1cc[n+](CC(=O)c2ccc([N+](=O)[O-])cc2)cc1,-0.8*,19,3.1*,27,50,24,12,20
CN(C)c1nc(NCCNS(=O)(=O)c2ccc(C(=O)/C=C/c3ccc(Cl)cc3)cc2)nc(Nc2ccc(F)cc2)n1,-66*,-67*,-95*,-50*,26,-23*,-73*,-28*
O=S(OCCN1CCOCC1)C(c1ccccc1)c1ccccc1 (stereo unspecified),106,109,119,117,116,118,111,114
COc1cc(/C=N/c2cc(C(C)(C)C)nn2-c2ccccc2)ccc1O,108,92,106,99,75,115,97,81
Cc1ccc(N=c2nc3sc4c(C)ccc(C)c4n3c(N)c2C#N)cc1,88,104,106,95,96,105,104,89
COc1cc(-c2cc(N)n(-c3nc4ccccc4[nH]3)n2)c(OC)c2c1OCO2,84,100,105,106,94,97,96,106

# Compounds above with sulfur:
SMILES,PC-3,OVCAR-5,OVCAR-3,IGROV1,SK-OV-3,DU-145,OVCAR-8,OVCAR-4
O=C(NC(=S)N1CCCC1)c1ccccc1,97,105,120,112,109,124,100,127
CCCn1cnc2c(c1=N)C(c1ccc(OC)cc1)c1sc3c(C)cccc3c1O2 (stereo unspecified),7.0*,32,7.9*,18,49,19,24,75
CN(C)c1nc(NCCNS(=O)(=O)c2ccc(C(=O)/C=C/c3ccc(Cl)cc3)cc2)nc(Nc2ccc(F)cc2)n1,-66*,-67*,-95*,-50*,26,-23*,-73*,-28*
O=S(OCCN1CCOCC1)C(c1ccccc1)c1ccccc1 (stereo unspecified),106,109,119,117,116,118,111,114
Cc1ccc(N=c2nc3sc4c(C)ccc(C)c4n3c(N)c2C#N)cc1,88,104,106,95,96,105,104,89

# 3 structures out of the list, arranged by length of the SMILES, falling:
SMILES,PC-3,OVCAR-5,OVCAR-3,IGROV1,SK-OV-3,DU-145,OVCAR-8,OVCAR-4
O=C1CC(c2cccc(F)c2)c2c(n[nH]c2-c2ccc(Cl)cc2)N1 (stereo unspecified),80,85,100,101,86,102,86,95
O=S(OCCN1CCOCC1)C(c1ccccc1)c1ccccc1 (stereo unspecified),106,109,119,117,116,118,111,114
COc1ccc(NC(=O)/C=C\C(=O)O)cc1OC,87,104,105,95,97,105,102,87

# The main list resumes with the two entries that preceded the break.
SMILES,PC-3,OVCAR-5,OVCAR-3,IGROV1,SK-OV-3,DU-145,OVCAR-8,OVCAR-4
Cc1ccc(N=c2nc3sc4c(C)ccc(C)c4n3c(N)c2C#N)cc1,88,104,106,95,96,105,104,89
COc1cc(-c2cc(N)n(-c3nc4ccccc4[nH]3)n2)c(OC)c2c1OCO2,84,100,105,106,94,97,96,106
Clc1ccc(-c2nnc(Cc3nc4ccccc4nc3Cl)o2)cc1,94,109,104,67,106,110,106,107
CCCCSc1nc(NCCc2c[nH]c3ccccc23)c(C#N)c(-c2ccccc2)n1,13,83,56,96,77,54,49,62
Cc1nc2ccccc2[nH]c1=S,106,105,116,106,108,110,106,106
C[N+](C)(C)CC(=O)N/N=C/c1cccc(O)c1,86,100,122,119,105,122,106,.
C=CC(COC(c1ccccc1)(c1ccccc1)c1ccccc1)N(CC)CC (stereo unspecified),48,66,72,62,76,70,77,68
O=C(O)c1ccccc1-c1c2ccc(=O)c(I)c-2oc2c(I)c(O)ccc12,99,98,106,112,93,110,96,97
OC(C[n+]1cccc(Br)c1)c1ccccc1 (stereo unspecified),87,105,111,98,93,109,100,105
COc1ccc(-c2nnc(/C=C/c3cn(-c4ccccc4)nc3-c3ccccc3)o2)cc1,87,93,104,100,93,85,87,105
CC1=NN(c2cccc(Cl)c2)C(=O)/C1=C\c1cn(Cc2cccc3ccccc23)c2ccccc12,90,94,90,74,57,99,86,.
COC(=O)CC[C@@H](C)[C@H]1CC[C@@]2(C)[C@@H]3C(=O)C[C@H]4C(C)(C)[C@@H](OC(C)=O)CC[C@]4(C)[C@H]3C(=O)C[C@]12C,90,103,114,97,103,117,97,.
Cc1cc(N/N=C/c2nc(-c3ccc(Br)cc3)oc2C)c2cc(Cl)ccc2n1,81,102,45,93,104,61,41,-74*
O=C(O)C1CC(Br)C(Br)CC1C(=O)O (stereo unspecified),91&103,94&102,106&113,107&109,107&105,112&108,95&106,94&104
COc1ccc(-c2nc3sccn3c2-c2ccnc(NCCNS(=O)(=O)c3ccc(C(F)(F)F)cc3)n2)cc1,9.9*,59,2.1*,16,30,16,7.9*,16
N#CCNC=O,116,112,115,108,114,113,110,116
COc1ccc(OC)c(/C=C/c2nnc(Nc3ccc(Cl)cc3)s2)c1,98,119,122,131,104,102,102,88
CC1=C(C)C(=O)N(Cc2ccccc2)C(c2cn(-c3ccccc3)nc2C)O1 (stereo unspecified),86,100,110,95,88,111,98,102
CN1CCN(c2ccc(C(=O)/C=C/c3cc(C(F)(F)F)ccc3Cl)cc2)CC1,-40*,-91*,-38*,-83*,6.7*,-62*,-52*,-36*
O=C(O)c1cc(S(=O)(=O)Cl)cc(S(=O)(=O)Cl)c1,98,103,118,110,115,117,104,117
COC(=O)c1cc(OC)cc(OC)c1,85,98,107,106,99,110,103,.
N#CCCNC(CC(=O)O)C(=O)O (stereo unspecified),99,108,104,114,109,99,104,99

# Taken from above:
# PC-3 with COc1ccc(-c2nc3sccn3c2-c2ccnc(NCCNS(=O)(=O)c3ccc(C(F)(F)F)cc3)n2)cc1 is entered as 9.9*
# OVCAR-8 with COc1cc(-c2cc(N)n(-c3nc4ccccc4[nH]3)n2)c(OC)c2c1OCO2 is entered as 96

# New compounds follow.
SMILES,PC-3,OVCAR-5,OVCAR-3,IGROV1,SK-OV-3,DU-145,OVCAR-8,OVCAR-4
CN1CCN(c2c(F)cc(NC3=C(Cl)C(=O)c4ncccc4C3=O)cc2F)CC1,89,105,-28*,57,101,103,78,-88*
CS(=O)(=O)c1nc2[nH]c(=O)[nH]c2c(=O)[nH]1,97,98,105,103,96,108,105,106
Cc1cc(=O)oc2cc(OCC(O)CNN3C(=O)c4cccc5c(NCc6ccccc6)ccc(c45)C3=O)ccc12 (stereo unspecified),98,104,105,97,125,106,98,91
COC(=O)c1ccc2c(c1)c1c(C)c3ccncc3c(C)c1n2C,32,45,40,24,40,23,29,22
Cc1cc(C)n2nc(SCC(=O)Nc3sc4c(c3C(N)=O)CCC4)nc2n1,.,97,123,-2.6*,118,101,112,122
O=C1c2cc(F)ccc2Oc2cc([N+](=O)[O-])ccc2N1c1ccc(Br)cc1F,94,93,102,79,110,100,92,88
CCN=C1C=CC(=C(c2ccc(N(CC)CC)cc2)c2ccc(N(CC)CC)cc2)c2ccccc21,-67*,-40*,.,-57*,-70*,-96*,-53*,-18*
Clc1ccccc1-c1ccc(-c2nn3c(-c4ccccc4)nnc3s2)o1,49,88,.,70,83,85,67,90
O=[N+]([O-])c1ccc(N/N=C\c2cc(Cl)ccc2O)nc1,25,89,48,30,47,39,33,36
CCOC(=O)c1c(SC)n[nH]c1N,107,87,107,83,116,99,104,110
Nc1c(C(=O)c2ccc(Br)cc2)sc2nc3c(cc12)CCC3,79,87,96,98,80,93,53,48
O=C(NNC(=O)c1cccc2ccccc12)c1cccc(F)c1,100,118,109,117,105,113,103,103
CC(C)N=C1CCCC1C(=S)SSC(=S)C1CCCC1=NC(C)C (stereo unspecified),47,94,45,53,110,65,62,54
CCOC(CCc1c(C)nc(N)[nH]c1=O)OCC,94,121,111,118,110,100,109,.
COc1cc(Cn2c(-c3ccccc3)c(Cl)c3c2-c2oncc2CC3)cc(OC)c1,61,97,46,16,97,96,93,77
CCOC(=O)CCCN(c1[nH]c(C)c(C)c1C#N)S(=O)(=O)c1ccc(C)cc1,97,108,114,110,106,125,103,114
COc1ccc(CCNC(=O)C2CCN(c3nc(C(F)(F)F)ccc3C#N)CC2)cc1,84,97,116,100,107,90,98,89
C=CCC(=O)N[C@H](/C=C/C(=O)O)Cc1ccc(-c2cc(Cl)cc(Cl)c2)cc1,81,92,108,114,87,106,93,99
COc1ccccc1CNCCCN1C(=O)c2ccc3c4c(ccc(c24)C1=O)C(=O)N(CCCCNCCCN)C3=O,44,70,-30*,-25*,57,-73*,-16*,-90*
Cc1ccc(CCC(C)c2ccc(C)cc2)cc1 (stereo unspecified),85,94,114,139,112,.,89,103
COc1cccc(C)c1C,94,116,110,102,106,112,97,108
CCNC(=O)Nc1ccc(NC(=O)c2[nH]c(C)c(Cl)c2Cl)c(OC)c1,88,97,105,81,79,103,95,101
CC(C)(C)Nc1c(-c2cccnc2)nc2sccn12,88,110,103,105,102,99,107,101
O=C1c2ccccc2C(=O)N1C1C=CC=CC=C1,102,106,103,100,95,119,107,98
CC(=O)c1cccc(Nc2ccnc(SCC(=O)c3ccc(-c4ccccc4)cc3)n2)c1,75,88,105,80,78,96,95,88
CCOC(=O)/C(C)=N\NC(N)=S,87,99,108,103,103,101,103,94
S=C(NCN(C1CCCCC1)C1CCCCC1)C(=S)NCN(C1CCCCC1)C1CCCCC1,91,112,107,113,108,101,98,112
O=C(Nn1c(COc2ccccc2)nc2ccccc2c1=O)c1ccc(F)cc1,102,102,110,82,101,107,98,88
COc1cc2c(c(OC)c1OC)=NC(=O)/C(=C\c1sc(Nc3ccc(S(N)(=O)=O)cc3)nc1O)C=2,98,103,113,99,117,114,100,98
N#Cc1c(N)n2c(nc1=Nc1ccc(Cl)cc1)sc1cccc(Cl)c12,68,108,81,73,.,101,95,.
CC(C)NC(=O)OCc1c(COC(=O)NC(C)C)c(-c2ccc(Cl)c(Cl)c2)n2c1CS(=O)(=O)C2,91,97,116,106,93,96,84,80
CC1=C(C)C(=O)C(N2CCN(c3ccccc3C)CC2)=C(Cl)C1=O,96,110,106,94,114,108,98,94
C=CCN1C(=O)c2cccc3c(Nc4ncccc4O)ccc(c23)C1=O,61,94,100,95,92,104,97,77
COc1ccc(-c2cc(-c3ccc(OC)cc3)n(-c3ccc(-c4nnc(SCC(N)=O)o4)cc3)n2)cc1,89,110,106,117,.,108,102,108
OCC1OC(O)CC(O)C1O (stereo unspecified),97,95,112,110,117,.,102,115
Cc1nc2sccn2c1-c1cn2ccsc2n1,95,88,86,14,95,76,96,71
CCCCC(CC)C(=O)OC(C)C(=O)Nc1ccccc1 (stereo unspecified),98,108,99,97,103,107,102,88
O=c1[nH]ccc2c1cnc1ccccc12,88,101,114,100,.,108,95,.
CCOC(=O)/C=C/c1cccc2c1C(=O)NC(C)(c1cc3cc(Br)ccc3oc1=O)N2 (stereo unspecified),25,76,48,18,39,50,38,40
NCCC[C@@H](N)C[C@H]1O[C@@H](n2cnc3c(N)ncnc32)[C@H](O)[C@@H]1O,95[100 µM],100[100 µM],98[100 µM],100[100 µM],96[100 µM],99[100 µM],91[100 µM],.
CC12c3ccccc3C(C)(c3ccccc31)C(NS(=O)(=O)c1ccc(Cl)cc1)C2O (stereo unspecified),73,99,110,90,107,92,99,110
N/C(=N\C(N)=N\c1nc2ccccc2s1)c1ccncc1,74,97,40,58,89,91,76,100
COC(=O)C(C)C1Sc2ccccc2NC1=O (stereo unspecified),101,92,120,105,117,117,.,118
CC(=O)N(CC(=O)O)c1ccccc1,100&97,96&103,125&107,123&104,104&109,147&108,99&100,112&101
O=C(/C=C\C(=O)OCCOc1ccccc1)OCCOc1ccccc1,92,113,105,106,98,108,99,105
O=C1c2ccccc2CCC12OC2c1ccncc1 (stereo unspecified),99,114,121,108,100,119,100,93
CC(=O)N1CCc2ccc([N+](=O)[O-])cc21,101&95,99&106,108&121,114&130,104,103&112,102&110,101&111
COc1ccc(-c2nc3n[nH]c(Nc4cccc(Cl)c4)c3c(=O)[nH]2)cc1OC,94,124,89,101,88,100,95,98
